From PubChem
FXIIa inh 1536 = human FXIIa protease inhibitors, primary screen, biochemical, 1536-well. Coagulation factor XII (Homo sapiens), P00748. purified FXIIa, Boc-QGR-AMC fluorogenic substrate, 2 h. inhibition, % at 5 µM. 220,000 compounds, 0.3% hits. AID 800, 2007; in the data active means inhibition above about 40%;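 further: 0% = enzyme with no compound and 100% = blank without enzyme; many of its hits are not listed in these tables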
Furin inh = human furin inhibitors, primary screen, biochemical, fluorescence intensity | AID 463115, 2010 | P09958 | inhibition, % at 30 µM | 220,000 compounds, 0.061% hits | purified furin, fluorogenic substrate cleavage; in the data active means inhibition above about 25%; further: inactives centre near -15
p97 ATPase inh = inhibitors of human p97 ATPase, primary screen, biochemical. inhibition, % at 8 µM. recombinant p97 ATPase, Kinase-Glo ATP luminescence, 3 h. 220,000 compounds, 0.42% hits; in the data active means inhibition above about 15%;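 further: 0% = DMSO vehicle and 100% = wells lacking enzyme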
thrombin 1536 = human alpha-thrombin inhibitors, primary screen, counter-screen for coagulation protease inhibitor project, biochemical, 1536-well, fluorogenic AMC substrate; Prothrombin (Homo sapiens), P00734; Boc-VPR-AMC fluorogenic substrate cleavage; inhibition, % at 5 µM; 220,000 compounds, 0.26% hits; AID 1046, 2008;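 active means inhibition at or above 40%; inactive means inhibition below 40%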;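 further: 0% = enzyme with no compound and 100% = wells without enzyme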
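System – human alpha-thrombin · Medium – pH 7.5 Tris (50 mM) with NaCl 150 mM, Tween 20 0.05% · Compound – single-point dosing at 5 µM, 0.2% DMSO · Incubation – enzyme reaction carried out at room temperature · Technique – fluorescence of released AMC, ex 355 nm, em 460 nm · Read-out basis – % inhibition of thrombin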
PERK inhibitor = block of dimerizer-induced PERK translation repression, primary screen, PERK inhibitor project, CHO PERK-DD cells, SEAP luminescence, HTS | CHO PERK-DD fusion, SEAP luminescence translation reporter | inhibition, % at 5.6 µM | Eukaryotic translation initiation factor 2-alpha kinase 3 (Homo sapiens), Q9NZJ5 | 220,000 compounds, 0.17% hits;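 active means inhibition above the mean inhibition of all tested compounds plus 3 SD, set separately per screening campaign, cut at about 2.9% in these data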;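 further: PERK kinase domain activated by AP20187 dimerizer at 100 nM; 0% = DMSO with dimerizer and 100% = rapamycin at 8.4 µM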
Target sequence (Q9NZJ5 whole entry, looked up, the tested form may be a part): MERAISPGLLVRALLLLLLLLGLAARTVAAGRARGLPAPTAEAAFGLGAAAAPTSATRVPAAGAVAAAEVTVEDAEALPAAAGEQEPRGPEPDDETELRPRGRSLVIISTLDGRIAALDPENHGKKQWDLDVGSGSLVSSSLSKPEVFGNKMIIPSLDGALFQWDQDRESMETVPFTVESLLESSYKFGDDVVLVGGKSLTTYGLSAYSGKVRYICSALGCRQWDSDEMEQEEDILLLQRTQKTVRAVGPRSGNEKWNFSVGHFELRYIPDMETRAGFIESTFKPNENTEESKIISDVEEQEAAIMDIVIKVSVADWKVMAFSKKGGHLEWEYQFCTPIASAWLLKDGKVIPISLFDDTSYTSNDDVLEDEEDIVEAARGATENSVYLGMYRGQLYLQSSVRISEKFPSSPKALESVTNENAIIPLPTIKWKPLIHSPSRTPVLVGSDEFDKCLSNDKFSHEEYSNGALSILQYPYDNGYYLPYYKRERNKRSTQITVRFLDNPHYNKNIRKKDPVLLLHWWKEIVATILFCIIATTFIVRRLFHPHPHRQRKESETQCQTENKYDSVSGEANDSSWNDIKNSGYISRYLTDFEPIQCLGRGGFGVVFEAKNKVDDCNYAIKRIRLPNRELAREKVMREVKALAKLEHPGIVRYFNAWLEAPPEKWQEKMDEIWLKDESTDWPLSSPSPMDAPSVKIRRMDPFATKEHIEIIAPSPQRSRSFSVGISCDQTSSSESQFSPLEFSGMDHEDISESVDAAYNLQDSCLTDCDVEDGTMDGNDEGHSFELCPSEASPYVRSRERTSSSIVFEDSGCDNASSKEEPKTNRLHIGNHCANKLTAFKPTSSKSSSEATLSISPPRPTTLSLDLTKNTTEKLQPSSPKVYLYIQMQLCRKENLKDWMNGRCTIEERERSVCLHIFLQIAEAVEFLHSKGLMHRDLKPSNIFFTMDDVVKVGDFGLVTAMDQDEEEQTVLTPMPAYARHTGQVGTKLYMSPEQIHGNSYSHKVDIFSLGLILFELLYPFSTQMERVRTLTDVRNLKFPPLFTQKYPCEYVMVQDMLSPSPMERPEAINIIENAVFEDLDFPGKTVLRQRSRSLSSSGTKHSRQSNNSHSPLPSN
KLK5 inh = human KLK5 protease inhibitors, primary screen, biochemical, 1536-well | Kallikrein-5 (Homo sapiens), Q9Y337 | inhibition, % at 5 µM | 210,000 compounds, 0.59% hits | recombinant hK5, fluorogenic AMC substrate cleavage;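 active means inhibition of 40% or more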;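 further: 0% = enzyme controls without compound and 100% = no-enzyme blanks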
FXIa inh = human FXIa protease inhibitors, primary screen, biochemical, 1536-well | Coagulation factor XI (Homo sapiens), P03951 | AID 798, 2007 | purified FXIa, Boc-Glu-Ala-Arg-AMC fluorogenic substrate | 220,000 compounds, 0.14% hits | inhibition, % at 5 µM;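 active means inhibition of at least 40%; inactive means inhibition below 40%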;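 further: fluorescence of freed AMC excited at 355 nm; 0% = enzyme without compound and 100% = no enzyme blank; many of its hits are not listed in these tables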
Wee1 degr inh = Wee1 degradation inhibitors, primary screen, cell-based, HeLa, Wee1K328M-luciferase, luminescence; reporter increase, % at 5 µM; 220,000 compounds, 1.2% hits; Wee1-like protein kinase (Homo sapiens), P30291; HeLa Luc-Wee1K328M stability; 100% = proteasome inhibitor MG132 effect;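 active means activation above the mean of all tested compounds plus 3 SD, set per screening run, cut at about 8.8% in these data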;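 further: cells exposed to compound for 20 h before luminescence read; 0% = DMSO alone and 100% = MG132 at 30 µM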
Cl transport mod = KCC2 cotransporter modulators, thallium flux, primary screen, cell-based, HEK293 KCC2, FluoZin-2 fluorescence, MLSMR. KCC2 cells, thallium flux FluoZin-2 fluorescence. B-score of Tl+ flux slope (higher = more flux/activation; lower = inhibition) at 10 µM. 190,000 compounds, 2.2% hits. Solute carrier family 12 member 5 (Homo sapiens), Q9H2X9;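 active means thallium flux slope and its plate-corrected score both differing from the plate sample mean at a set confidence after two filtering rounds, in either direction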;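 further: slope of fluorescence scaled to starting intensity during 10 to 20 s after thallium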
Starred values were filed as active, the others as inactive; / = not tested or not shown; [ ] = another dose, or the depositor's remark.

SMILES	FXIIa inh 1536	Furin inh	p97 ATPase inh	thrombin 1536	PERK inhibitor	KLK5 inh	FXIa inh	Wee1 degr inh	Cl transport mod
CCOC(=O)C1=C(C)N(C)C(C)=C(C(=O)OCC)C1c1cccnc1	2	-5[20 µM]	-6	-8	-0.3	-20	-7	1	0.066
Cc1ccc(C)c(N=C2NC(=O)CS2)c1	7	-14	4	-2	2.0	-4	-2	-2	0.44
Cn1c(=O)c2c(ncn2CC(=O)N/N=C/C=C/c2ccccc2)n(C)c1=O	7	-17	3	-1	0.8	-10	3	5	0.68
O=C(CSc1nnc(-c2cccs2)n1-c1ccccc1)N1CCN(C(=O)c2ccco2)CC1	9	-33	2	2	-0.8	5	3	-2	0.044
O=S(=O)(c1ccc(Cl)c(NC(=S)Nc2ccccc2N2CCOCC2)c1)N1CCOCC1	14	-20	-2	-1	0.8	-12	6	0	0.68
Cc1cccc2c(N)c3c(nc12)CCCC3 (tested in a mixture with another compound)	14	-15	0	-5	-0.2	4	6	-4	/
CC(C)(C)NC(=O)Cc1ccc(S(=O)(=O)N2CCCC2)s1	23	-17[20 µM]	-2	3	0.0	-6	10	1	0.027
CCOCCCNC(=O)Cc1ccc(Br)cc1	1	-17	4	-5	2.0	-15	3	1	0.54
CC(C)C(=O)NC(=S)Nc1ccccc1C(F)(F)F	-2	-11	2	-9	1.0	-2	-10	0	/
O=C(CN(c1ccc(Br)cc1)S(=O)(=O)c1ccc(Cl)c([N+](=O)[O-])c1)NCCc1ccccc1	2	-17	4	-1	0.4	/	2	0	0.086
CCCCN(C(=O)c1ccc(Cl)c([N+](=O)[O-])c1)c1c(N)n(CCC)c(=O)[nH]c1=O	6	-33	3	-3	0.7	0	2	-1	0.4
O=C(Nn1cnnc1)c1ccncc1	11	-10	2	0	-0.2	8	4	-1	1.4
CC1=CC(c2ccccc2)n2nnnc2N1 (stereo unspecified)	4	-13	1	0	1.3	2	1	12*	0.48
O=C(Nc1ccc(S(=O)(=O)N2CCCCC2)cc1)c1ccc(CN2CCOCC2)cc1	19	-17[20 µM]	-3	3	0.1	-5	10	0	-0.15
Cc1cc(C)cc(NC(=S)NC(=O)CCN2C(=O)c3ccccc3C2=O)c1	13	-1[20 µM]	4	-4	0.2	-1	4	6	-0.1
O=C(NCCO)c1scc2c1OCCO2	14	-9[20 µM]	5	-5	1.2	-30	2	-2	0.67
COC(=O)c1cccc(NC(=O)c2cc(OC)c(OC)c(OC)c2Br)c1	2	-21	-2	-4	-0.7	-11	-4	-2	0.23
CCC1CCCCN1C(=O)N[C@@H](Cc1ccccc1)C(=O)O (stereo partly specified)	12	-26	1	1	1.3	1	0	3	/
C/C(NC(=O)c1ccccc1F)=C1\C(=O)C[C@@H]2[C@H]1C2(C)C	22	-13	-3	6	0.0	-17	4	-2	/
O=C1CSC(c2cccnc2)N1CC1CC1 (stereo unspecified)	7	-8	7	3	0.8	2	3	-2	0.8
CCC(=O)N1c2ccccc2NC2=C(C(=O)CCC2)C1c1cccnc1 (stereo unspecified)	11	-7	9	5	0.8	-15	9	1	0.46
COc1ccccc1NC(=O)CSc1nnnn1Cc1ccccc1	14	-5[20 µM]	1	2	0.0	0	4	-2	/
CN(C)CCNc1c2c(nc3nnnn13)CCCC2	4	-23	6	3	1.2	-23	-4	2	0.56
CCOC(=O)CSc1nnc(Cn2c(=O)sc3ccccc32)n1-c1ccccc1C	2	-20	-2	-6	-0.1	-1	-6	1	0.068
CC(=O)c1ccc(N2CCN(S(=O)(=O)c3cccc4nonc34)CC2)cc1	4	-5	5	-8	-0.7	-4	-2	1	1.1

(cont.)
SMILES	FXIIa inh 1536	Furin inh	p97 ATPase inh	thrombin 1536	PERK inhibitor	KLK5 inh	FXIa inh	Wee1 degr inh	Cl transport mod
Cc1c(NC(=O)CSCc2c(F)cccc2Cl)c(=O)n(-c2ccccc2)n1C	-3	-19	-6	-4	-0.1	-24	-7	3	-0.51
O=C(CSc1nnc(-c2ccccn2)n1Cc1ccco1)c1ccc(-c2ccccc2)cc1	6	-14	-2	-7	-0.5	-12	1	3	0.0095
Cc1ccc(-c2cc(C(F)(F)F)n3nc(C(=O)Nc4c(C)n(C)n(-c5ccccc5)c4=O)cc3n2)cc1	-1	-2[20 µM]	-4	-7	-0.9	-16	2	-1	0.32
Cc1cccc(NC(=O)C2CCCN2C(=O)OCC(C)C)c1C (stereo unspecified)	-1	-22[20 µM]	-1	-7	-0.2	8	-9	0	0.19
Cn1c(/C=C/c2ccccc2)nc2ccccc21	3	2	-6	-9	-0.5	-4	-9	9	0.12
CCOc1cc(N2CCOCC2)c(OCC)cc1NC(=O)CN1CCN(Cc2ccc3c(c2)OCO3)CC1	/	-27	-1	-2	-0.4	1	0	-1	-0.014
Cc1cc(NC(=O)CSc2nccn2C)n(-c2ccccc2)n1	1	-20	-5	-4	-1.6	0	-1	0	1.3
Cc1cc(C)nc(N/N=C/c2c(C)oc3ccccc23)n1	2	-5	1	/	-0.1	-5	-1	2	-0.22
C=CCOc1c(CNn2cn[nH]c2=S)cccc1OC	13	-11	1	3	-0.2	10	-3	0	0.24
CCc1cc(CC)c(/C=N/NC(N)=O)c(CC)c1/C=N/NC(N)=O	5	-15	-2	-10	0.9	-10	-1	1	-1.8
COc1ccc(C2(O)CCN(C(=O)Cc3cccnc3)CC2)cc1	28	-14	-1	6	0.2	1	30	-1	0.012
CC(C)C(=O)Nc1cccnc1	3	-16	-2	-7	0.1	-5	-5	5	/
Cc1ccc(-n2nc3c(SCCN4CCOCC4)nnc(C)c3c2C)cc1	9	-20	1	-5	-1.2	2	-4	1	-0.24
CCC(=O)N1CCc2cc(S(=O)(=O)CCC(=O)NC(C)CC)ccc21 (stereo unspecified)	8	-40	5	-13	1.3	-10	3	0	-0.016
Cc1ccc(S(=O)(=O)N2CCOCC2)c2nsnc12	-11	-10[20 µM]	-1	-3	-0.6	0	-2	-2	/
COCCN(C(=O)CCc1nnc(CCc2c[nH]c3ccccc23)o1)C(C)C	4	-20	-2	-3	1.7	/	1	-3	-0.045
CC1CN(C(=O)Cn2c(C(F)(F)F)nc3ccccc32)CC(C)O1 (stereo unspecified)	14	-14[20 µM]	-3	1	0.0	-5	-2	-1	0.66
Cc1cc(Nc2nnnn2-c2ccccc2)n(-c2ccc(Cl)cc2)n1	10	-31	2	-5	0.5	2	-4	3	-0.86
O=C(CNc1ccc(F)cc1)N/N=C/C1CC=CCC1 (stereo unspecified)	1	-24	3	-7	1.2	8	-4	-1	/
O=C(c1cccnc1)N1CCN(c2ccc3ccccc3n2)CC1	8	-13	-2	-6	-0.1	-5	-5	-1	/
Cc1ccc(NC(=O)c2cc(S(=O)(=O)NCCC3=CCCCC3)ccc2F)cc1F	20	-21	-2	-10	0.1	-1	17	-1	-1.9
O=C(O)CSc1nnc(Cn2nnc3ccccc32)n1CCc1ccccc1	8	-6	-3	-7	1.8	3	-3	-1	0.49
CCn1c(CNC(=O)COc2ccc(C(C)C)cc2)nnc1SCC(=O)NC1CCCCC1C (stereo unspecified)	17	-3[20 µM]	2	1	-0.2	16	6	-2	-2.1
COc1ccc(C(=O)NCCSCc2ccccc2)cc1OC	-27	-14	1	-3	0.5	-48	-7	1	-0.52
O=C1C2C3C=CC(C4CC34)C2C(=O)N1Cc1ccco1 (stereo unspecified)	10	-18	1	-9	0.6	-11	4	0	0.0035

In another format: 2 of the compounds above
Order of results – FXIIa inh 1536 | Furin inh | p97 ATPase inh | thrombin 1536 | PERK inhibitor | KLK5 inh | FXIa inh | Wee1 degr inh | Cl transport mod
> O=C(CSc1nnc(-c2ccccn2)n1Cc1ccco1)c1ccc(-c2ccccc2)cc1
→ 6 | -14 | -2 | -7 | -0.5 | -12 | 1 | 3 | 0.0095
> Cc1ccc(-c2cc(C(F)(F)F)n3nc(C(=O)Nc4c(C)n(C)n(-c5ccccc5)c4=O)cc3n2)cc1
→ -1 | -2[20 µM] | -4 | -7 | -0.9 | -16 | 2 | -1 | 0.32

More results.
SMILES	FXIIa inh 1536	Furin inh	p97 ATPase inh	thrombin 1536	PERK inhibitor	KLK5 inh	FXIa inh	Wee1 degr inh	Cl transport mod
C[C@@H]1CC=C[C@H]2[C@H]1C(=O)N(Cc1ccccc1)[C@H]2c1ccc(/C=C/c2ccccc2)cc1F	2	-10	/	-6	/	-2	-4	/	0.49
COc1cccc(Nc2ccc(C(=O)O)cc2[N+](=O)[O-])c1	12	0	7	-1	1.3	-6	7	5	0.017
COc1ccc(-c2ccc([C@H]3[C@H]4C=CC[C@@H](C)[C@@H]4C(=O)N3Cc3ccccc3)c(F)c2)cc1OC	4	-17	/	5	/	-1	-3	/	-1.7
O=C(c1cnn2c(C(F)F)cc(C3CC3)nc12)N1CCOCC1	19	-11[20 µM]	5	1	-0.3	-25	-3	0	-0.68
COc1ccc(-c2ccc(=O)n(Cc3cc(=O)n4ccccc4n3)n2)cc1	11	-3[20 µM]	-7	7	-1.2	-17	3	0	-0.47
CCOC(=O)CC1Sc2ccccc2NC1=S (stereo unspecified)	0	11	-4	-7	-0.4	80*	4	1	6.9*
N#Cc1ccc(OCC(=O)N/N=C(\CCC(=O)O)c2cccs2)cc1	7	-2	-4	-11	0.9	-5	-5	1	0.46
CCOc1ccccc1NC(=O)CSc1c(C)n[nH]c1C	15	-19[20 µM]	0	-3	0.2	-2	8	-3	/
O=C(Cc1ccc(-n2c(=S)[nH]c3ccccc3c2=O)cc1)N1CCN(c2ccccc2)CC1	-2	-2[20 µM]	6	-7	-1.4	-3	-13	6	-0.32

Ordered by count of non-hydrogen atoms (ascending): 6 of the compounds above
SMILES	FXIIa inh 1536	Furin inh	p97 ATPase inh	thrombin 1536	PERK inhibitor	KLK5 inh	FXIa inh	Wee1 degr inh	Cl transport mod
CCOC(=O)CC1Sc2ccccc2NC1=S (stereo unspecified)	0	11	-4	-7	-0.4	80*	4	1	6.9*
COc1cccc(Nc2ccc(C(=O)O)cc2[N+](=O)[O-])c1	12	0	7	-1	1.3	-6	7	5	0.017
N#Cc1ccc(OCC(=O)N/N=C(\CCC(=O)O)c2cccs2)cc1	7	-2	-4	-11	0.9	-5	-5	1	0.46
COc1ccc(-c2ccc(=O)n(Cc3cc(=O)n4ccccc4n3)n2)cc1	11	-3[20 µM]	-7	7	-1.2	-17	3	0	-0.47
O=C(Cc1ccc(-n2c(=S)[nH]c3ccccc3c2=O)cc1)N1CCN(c2ccccc2)CC1	-2	-2[20 µM]	6	-7	-1.4	-3	-13	6	-0.32
COc1ccc(-c2ccc([C@H]3[C@H]4C=CC[C@@H](C)[C@@H]4C(=O)N3Cc3ccccc3)c(F)c2)cc1OC	4	-17	/	5	/	-1	-3	/	-1.7
